Mdm2 ligase inh: Mdm2 E3 ligase (human) inhibition; Q00987; cell-based MDM2 ubiquitination luciferase reporter, 2 h; 0 = plate control, 100 = twice control, blank-subtracted; signal enhancement, % at 5 µM; 0.11% of 210,000 active;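 active = signal enhancement of 30% or more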;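 note: luminescence tracks abundance of the self-degrading MDM2-luciferase fusion protein; higher signal means inhibition of MDM2 E3 ligase activity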
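Test system: stable mammalian line carrying autodegrading MDM2–luciferase fusion reporter; quantity: 2000 cells in each well; times: 4 h cell settling then 2 h compound exposure, 37 °C; detection: luminescence with SteadyLite reagent, 15 min at room temperature; evaluation: percent signal gain over controls, blank-subtracted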
TbHK1 inh: T. brucei hexokinase 1 inhibition. recombinant TbHK1, G6PDH-coupled NADH A340. inhibition, % at 10 µM. 0.11% of 220,000 active;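 active = inhibition of 50% or more in the single-dose primary screen; inactive = inhibition below 50%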
NCF1 inh: blocks human p47phox regulatory protein of NADPH oxidases; P14598; p47phox/p22phox peptide binding, fluorescence polarization, 2 h; inhibition, % at 24.7 µM; 0.53% of 220,000 active;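 active = inhibition above about 30%, limit read from the data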;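 note: 0% = p47phox with labelled peptide and 100% = labelled peptide alone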
Runt-CBFb FRET: blocks binding of human RUNX1 Runt domain to CBFb. 0.46% of 220,000 active. inhibition, % at 20 µM. Cerulean-Runt/Venus-CBFb FRET ratio 530/480, 1 h. AID 1496;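 active = inhibition over about 50% at 20 µM in the single-dose screen, limit read from the data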;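 note: 0% = DMSO wells and 100% = excess unlabeled CBFb competitor control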
Target sequence (Q01196 whole entry, looked up, the tested form may be a part): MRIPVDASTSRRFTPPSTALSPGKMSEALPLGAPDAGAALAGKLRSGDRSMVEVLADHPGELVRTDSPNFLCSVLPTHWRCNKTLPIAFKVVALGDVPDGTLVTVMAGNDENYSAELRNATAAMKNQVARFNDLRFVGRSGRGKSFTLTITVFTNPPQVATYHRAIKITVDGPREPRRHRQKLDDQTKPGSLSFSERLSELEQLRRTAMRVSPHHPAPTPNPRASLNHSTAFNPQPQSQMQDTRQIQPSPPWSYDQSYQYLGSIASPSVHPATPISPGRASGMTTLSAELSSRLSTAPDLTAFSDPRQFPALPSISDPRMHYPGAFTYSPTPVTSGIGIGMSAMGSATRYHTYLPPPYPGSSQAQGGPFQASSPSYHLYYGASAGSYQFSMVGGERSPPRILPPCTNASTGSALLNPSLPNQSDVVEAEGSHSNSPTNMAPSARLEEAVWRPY
Target sequence (Q13951 whole entry, looked up, the tested form may be a part): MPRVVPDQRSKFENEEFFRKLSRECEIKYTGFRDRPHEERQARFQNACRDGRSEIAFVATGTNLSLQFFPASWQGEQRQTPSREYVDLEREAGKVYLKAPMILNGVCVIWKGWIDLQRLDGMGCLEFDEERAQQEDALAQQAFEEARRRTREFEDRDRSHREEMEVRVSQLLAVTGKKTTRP
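System: Cerulean-labeled Runt domain protein | Quantity: 100 nM of each labeled protein | Schedule: 1 h compound exposure, room temperature | Detection: Fluorescence energy transfer, 422 nm excitation, 530/480 nm emission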
Hck-Nef inh: inhibitors of human Hck kinase activated by Nef; P08631; Recombinant Hck-YEEI plus Nef, Z-Lyte FRET kinase assay; inhibition, % at 20 µM; 0.68% of 220,000 active;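 active = Hck-Nef kinase inhibition above about 50%, limit read from the data; inactive = inhibition below that limit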;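 note: 0% = DMSO with Hck plus Nef and 100% = Hck alone without Nef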
EBV gp42 block: EBV gp42 inhibition. Q1HVG2. Fluorescence polarization binding assay, mP read-out. inhibition, % (tested at 21.74 µM). 0.42% of 220,000 active; in the data active = inhibition above about 50%
L929 necroptosis: blocks zVAD induced death of L929 cells. viability rescue, % at 10 µM. 0.38% of 220,000 active. AID 1377. L929 zVAD necroptosis rescue, ATP luminescence, 24 h; with zVAD 60 µM;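 active = activation, scaled between plate controls, above about 75%, limit read from the data; inactive = activation under that limit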;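 note: 0% = zVAD with DMSO and 100% = DMSO alone without zVAD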
Runt-SMMHC FRET: Runt domain-CBFb-SMMHC interaction inhibition. Q01196+Q13951. Cerulean-Runt/Venus-CBFb-SMMHC FRET ratio 530/480, 1 h. inhibition, % at 20 µM. 0.74% of 220,000 active;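 active = mean inhibition across duplicate retests at 20 µM reaching about 50%, limit read from the data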;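 note: 0% = DMSO wells and 100% = wells with excess untagged CBFb-SMMHC; inhibitors lower the FRET ratio by blocking Runt binding to CBFb-SMMHC; some results filed as inactive read as strong as hits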
14-3-3 Bad inh: disrupts binding of bovine 14-3-3 zeta to phospho-Bad peptide. TR-FRET 14-3-3zeta/Dy647-pBad peptide displacement, 1 h. P63103. 0.71% of 220,000 active. inhibition, % at 21.7 µM. AID 781;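 active = inhibition above about 70%, limit read from the data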;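 note: 0% = full 14-3-3 plus peptide FRET controls and 100% = background without 14-3-3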
Target sequence (P63103 whole entry, looked up): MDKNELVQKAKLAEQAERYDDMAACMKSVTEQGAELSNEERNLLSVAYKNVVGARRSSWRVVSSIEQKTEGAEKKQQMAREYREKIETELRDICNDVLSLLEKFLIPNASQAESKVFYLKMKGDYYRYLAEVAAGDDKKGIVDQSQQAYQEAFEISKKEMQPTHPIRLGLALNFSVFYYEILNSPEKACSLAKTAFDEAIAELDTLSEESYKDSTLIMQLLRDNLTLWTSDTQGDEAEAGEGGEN
Numbers without * were called inactive; · = no result given; [ ] = remark or other dose.

item	molecule	Mdm2 ligase inh	TbHK1 inh	NCF1 inh	Runt-CBFb FRET	Hck-Nef inh
1	Cc1[nH]c(-c2ccco2)nc1C(=O)O	-12	41	-3	8	0
2	O=C(O)/C=C/C(=O)NCc1csc2ccccc12	-9	-10	5	2	-4
3	Cc1sc(NC(=O)c2cc3ccccc3oc2=O)c(C(=O)OC(C)C)c1-c1ccccc1	-1	-4	-6	2	9
4	Cc1cccc(N2C(=O)CC(N3CCN(c4ccccn4)CC3)C2=O)c1 (stereo not given)	1	-1	-2	2	25
5	CCOc1ccc(NC(=O)CSc2nnc(C3CC3)n2C)cc1	-8	7	3	0	10
6	CSCCC(NC(=O)c1ccccc1)C(=O)OCC(=O)c1ccc[nH]1 (stereo not given)	4	16	1	-4	3
7	O=C(COC(=O)c1ccccc1)NCc1cccs1	2	-3	-8	-2	-24
8	NNc1ccc2c(C(F)(F)F)cc(C(F)(F)F)nc2n1	-14	-9	-3	28	20

item	EBV gp42 block	L929 necroptosis	Runt-SMMHC FRET	14-3-3 Bad inh
1	1	2.0	12	69[fluorescence artefact?]
2	-7	2.4	-7	3
3	-10	-0.5	-5	-6[fluorescence artefact?]
4	-14	20	11	-4
5	-11	1.0	0	0
6	5	0.9	3	-12[fluorescence artefact?]
7	-20	0.7	-6	0[fluorescence artefact?]
8	-11	0.3	-4	-22

item	molecule	Mdm2 ligase inh	TbHK1 inh	NCF1 inh	Runt-CBFb FRET	Hck-Nef inh
9	COCCCNC(=O)/C=C/c1cccc(Cl)c1	9	0	-1	1	0
10	O=C(Nc1cc(Cl)c(O)c(Cl)c1)C1CCCO1 (stereo not given)	-18	42	-2	7	-9
11	COCCCNC(=O)c1ccc(Cn2c(=O)c3ccccc3n(CC(=O)NCCc3ccc(OC)c(OC)c3)c2=O)cc1	-6	-4	-1	-3	22
12	Nc1c(-c2cccs2)cnn1-c1nc(-c2ccc(F)cc2)cs1	-11	5	-2	-2	0
13	CC(=O)c1ccc(NC(=O)COC(=O)CCC(=O)c2cccs2)cc1	-3	0	-15	1	0
14	Cc1nc(C)c(C(=O)N/N=C/c2c[nH]c3ccccc23)s1	-11	-54	-17	1	9
15	Fc1ccccc1NC(=S)Nc1cccnc1	-2	3	-1	2	24
16	O=C(COC(=O)c1n[nH]c(=O)c2ccccc12)c1ccc(Br)cc1	23	-2	1	-5	27

item	EBV gp42 block	L929 necroptosis	Runt-SMMHC FRET	14-3-3 Bad inh
9	0	0.3	2	-1
10	5	-1.0	-7	-4
11	-3	1.2	0	-18
12	-16	-0.3	-11	-1
13	-24	2.3	0	-6[fluorescence artefact?]
14	10	0.3	-6	9[fluorescence artefact?]
15	-6	-0.5	-4	-12
16	4	11	11	-10

item	molecule	Mdm2 ligase inh	TbHK1 inh	NCF1 inh	Runt-CBFb FRET	Hck-Nef inh
17	CCS(=O)(=O)Nc1ccc(C(=O)CC2(O)C(=O)Nc3ccccc32)cc1 (stereo not given)	-12	-38	-59	-2	-1
18	CC1CCN(C(=O)Cn2cc(C(=O)C3CC3)c3ccccc32)CC1	-8	-8	-19	1	-6
19	O=C(CCC1CCCCC1)NNC(=O)c1cnccn1	-11	41	-4	3	1
20	Cc1cccc(-n2c(C)nc3c(cnn3-c3ccc(F)cc3)c2=O)c1	-13	-3	-23	0	-1
21	COc1ccc(CN(CCO)CCO)cc1[N+](=O)[O-]	-2	-5	-12	-1	3
22	COc1ccc(Cl)cc1NC(=O)c1cccnc1	-12	3	-9	-1	1
23	COc1ccccc1NC(=O)C1=C(C)NC2=C(C(=O)CC(c3ccc(OC)c(OC)c3)C2)C1c1coc2ccccc2c1=O (stereo not given)	-20	-17	-26	-3	-9
24	Cc1ccc(/C=N/OC(=O)c2nn(C)cc2Cl)cc1	-7	-4	2	·	2

item	EBV gp42 block	L929 necroptosis	Runt-SMMHC FRET	14-3-3 Bad inh
17	-1	0.0	0	14[fluorescence artefact?]
18	-16	·	0	-2
19	-18	1.2	0	0[fluorescence artefact?]
20	-12	1.0	-2	-14[fluorescence artefact?]
21	-17	0.2	0	59[fluorescence artefact?]
22	-4	-0.1	2	-13
23	10	·	0	-8
24	2	0.3	2	-20

item	molecule	Mdm2 ligase inh	TbHK1 inh	NCF1 inh	Runt-CBFb FRET	Hck-Nef inh
25	Nc1nc(CSc2nnnn2-c2ccccc2)nc(N2CCCc3ccccc32)n1	-5	6	-12	-4	-6
26	Cc1c(Cl)cccc1NC(=S)N1CCN(c2ccc([N+](=O)[O-])cn2)CC1	-4	-7	-5	-2	22
27	Cc1ccc(S(=O)(=O)N2CCOC2C(Cl)(Cl)Cl)cc1 (stereo not given)	-4	-4	-6	-1	29
28	O=C1CSC(=Nc2ccccc2Cl)N1	-24	12	-3	-1	1
29	Cc1cc(C)c(NC(=O)C(C)(C)C)c(Cl)c1	-5	-1	0	-3	-8
30	CCOc1cccc(OCCCCn2cnc3ccccc3c2=O)c1	-1	3	-9	-5	3
31	O=C(O)c1cc2sccc2s1	-10	23	-10	-1	1
32	Cc1cccc2cc(/C=C3\N=C(c4ccccc4)OC3=O)c(N3CCOCC3)nc12	16	19	-32	-1	0

item	EBV gp42 block	L929 necroptosis	Runt-SMMHC FRET	14-3-3 Bad inh
25	-9	0.3	-7	7
26	0	-0.3	-17	-4
27	-15	0.3	1	-2
28	4	0.1	1	1
29	-14	0.9	-3	-6[fluorescence artefact?]
30	2	-0.1	1	-9
31	-10	-0.2	-2	3
32	135*	2.3	-1	6

Quoted from the entries so far, two compounds:
item	molecule	Mdm2 ligase inh	TbHK1 inh	NCF1 inh	Runt-CBFb FRET	Hck-Nef inh
29	Cc1cc(C)c(NC(=O)C(C)(C)C)c(Cl)c1	-5	-1	0	-3	-8
30	CCOc1cccc(OCCCCn2cnc3ccccc3c2=O)c1	-1	3	-9	-5	3

item	EBV gp42 block	L929 necroptosis	Runt-SMMHC FRET	14-3-3 Bad inh
29	-14	0.9	-3	-6[fluorescence artefact?]
30	2	-0.1	1	-9

Next results:
item	molecule	Mdm2 ligase inh	TbHK1 inh	NCF1 inh	Runt-CBFb FRET	Hck-Nef inh
33	CCN(CC)S(=O)(=O)c1ccc(N2CCOCC2)c(NC(=O)c2ccc(OC)c([N+](=O)[O-])c2)c1	·	-19	-7	-4	13
34	COc1ccccc1-c1nnc(SCc2nc3ccccc3[nH]2)n1C	-11	-5	-3	0	0
35	CCc1c(C(=O)NNC(=S)NC2CCCCC2)csc1C	-9	7	-3	1	3
36	Cc1nc(-c2ccc3c(c2)OCCCO3)cs1	-40	8	-3	1	12
37	COc1ccc(CCNC(=O)C2CCN(C(=O)N(C)C)CC2)cc1OC	15	-2	-3	0	1
38	O=c1cc(C(F)(F)F)[nH]c2c(C(F)(F)F)cccc12	·	-11	-1	1	1
39	COc1cc2[nH]c(=O)n(CCCCCC(=O)NCCCN3CCOCC3)c(=O)c2cc1OC	-18	-10	-4	-1	-4
40	Clc1ccc(-c2n[nH]c3c2CCCC3)cc1	-4	-1	-1	-1	15

item	EBV gp42 block	L929 necroptosis	Runt-SMMHC FRET	14-3-3 Bad inh
33	-25	-1.2	2	35
34	-6	-0.2	3	1[fluorescence artefact?]
35	-4	4.6	1	-20
36	-3	0.1	-1	4
37	-6	1.6	0	0[fluorescence artefact?]
38	-7	2.5	-2	11
39	-10	2.9	-6	6
40	4	6.3	-2	-4

Entries above that have an aryl thioether with sulfur outside any ring:
item	molecule	Mdm2 ligase inh	TbHK1 inh	NCF1 inh	Runt-CBFb FRET	Hck-Nef inh
5	CCOc1ccc(NC(=O)CSc2nnc(C3CC3)n2C)cc1	-8	7	3	0	10
25	Nc1nc(CSc2nnnn2-c2ccccc2)nc(N2CCCc3ccccc32)n1	-5	6	-12	-4	-6
34	COc1ccccc1-c1nnc(SCc2nc3ccccc3[nH]2)n1C	-11	-5	-3	0	0

item	EBV gp42 block	L929 necroptosis	Runt-SMMHC FRET	14-3-3 Bad inh
5	-11	1.0	0	0
25	-9	0.3	-7	7
34	-6	-0.2	3	1[fluorescence artefact?]

More results follow.
item	molecule	Mdm2 ligase inh	TbHK1 inh	NCF1 inh	Runt-CBFb FRET	Hck-Nef inh
41	CCOC(=O)COc1nc2c(c(-c3ccco3)c1C#N)CCc1ccccc1-2	-11	-7	-7	-1	5
42	Cc1nnc2sc(-c3csc4c3CCCC4)nn12	-19	7	0	0	1
43	Cc1cccc(NC(=O)CCNC(=O)c2ccco2)c1C	-14	-4	-6	3	0
44	COc1ccccc1NC(=O)C1=C(C)Nc2nc(CCCO)nn2C1c1cccnc1 (stereo not given)	-12	-4	-5	2	14
45	Cc1cc(C(=O)NNC(=O)c2ccc(S(=O)(=O)N(C)C)cc2)c(C)o1	-9	-10	-12	-2	-24
46	CCN(CC)S(=O)(=O)c1ccc(Cl)c(NC(=O)CSc2cccc[n+]2[O-])c1	-6	-8	-5	2	4
47	COc1ccc(Oc2c(Cl)cnn(-c3ccc(Cl)c(Cl)c3)c2=O)cc1	-11	-3	6	-1	0
48	COc1ccccc1C(=O)N/C(=C/c1ccc(Br)cc1)C(=O)NCC(=O)O	7	-6	-13	2	2

item	EBV gp42 block	L929 necroptosis	Runt-SMMHC FRET	14-3-3 Bad inh
41	-3	-0.8	9	25
42	-10	-0.1	-2	0
43	-3	1.3	0	-6
44	-14	-0.7	6	7
45	-9	0.3	6	10
46	-2	1.2	0	1
47	-1	0.3	-2	27
48	-7	-0.2	12	12

item	molecule	Mdm2 ligase inh	TbHK1 inh	NCF1 inh	Runt-CBFb FRET	Hck-Nef inh
49	Cn1ccnc1Sc1ccc(C(N)=O)cc1[N+](=O)[O-]	-5	-10	0	-1	-3
50	COc1ccc(CNC(=O)CN(CC2CCCO2)C(=O)CNS(=O)(=O)c2ccc(F)cc2)cc1 (stereo not given)	-12	-10	-9	1	-5
51	COc1cccc(NC(=O)COc2c(F)c(F)c(C(F)(F)F)c(F)c2F)c1	-15	4	-7	-4	2
52	Cc1cc(C)c(-n2nnnc2SCC(=O)c2cc3ccccc3o2)c(C)c1	-9	-8	-13	2	19
53	Cc1cc2nc3n(c2cc1C)CC1CC(C(=O)NCc2ccco2)N(C)C31 (stereo not given)	7	-16	-18	3	20
54	NC(=O)c1c(NC(=O)c2cccnc2)sc2c1CCCC2	-11	-6	2	·	3
55	Cc1ccc(NC(=O)c2ccc3c(c2)N(CC(=O)N2CCCCC2)C(=O)C(C)(C)O3)cc1	1	-7	-3	-2	2
56	Cc1cc(C)n2nc(CCCO)nc2n1	-19	1	-2	1	25

item	EBV gp42 block	L929 necroptosis	Runt-SMMHC FRET	14-3-3 Bad inh
49	-12	2.0	3	-10
50	-20	1.5	3	7[fluorescence artefact?]
51	-1	0.9	1	-24[fluorescence artefact?]
52	-17	0.1	1	-2
53	-5	-0.9	0	-2
54	1	1.5	-3	-4
55	-2	-0.2	1	-6
56	7	2.4	2	-5

item	molecule	Mdm2 ligase inh	TbHK1 inh	NCF1 inh	Runt-CBFb FRET	Hck-Nef inh
57	C[N+](C)(C)CCOc1ccc([N+](=O)[O-])cc1	-11	-11	-2	-1	-4
58	Cc1ccc(Nc2c([N+](=O)[O-])c(=O)n(C)c3ccccc23)cc1	-3	-6	-6	-1	23
59	CCO/C(C)=C1/SC(=S)NC1=O	-4	-33	-53	14	-1
60	CC(=O)c1csc(COc2ccc(Cl)cc2)n1	-5	-4	-1	0	8
61	O=C(Cn1nnc(-c2ccc(CN3CCOCC3)cc2)n1)Nc1nc(-c2ccccc2)cs1	-14	-4	-30	-2	9

item	EBV gp42 block	L929 necroptosis	Runt-SMMHC FRET	14-3-3 Bad inh
57	-9	0.1	1	11
58	1	7.1	1	-2
59	-21	-0.1	11	-1
60	-3	0.4	0	-2
61	-2	0.3	-11	0
